High-throughput results deposited in PubChem by Broad Institute.
Casp6 inh: human caspase-6 inhibitors, primary screen, biochemical, VEID-R110 fluorescence, single point, set 2; 0.53% of 350,000 active; AID 686996, 2013; inhibition, % at 12.5 µM; P55212; purified caspase-6, Z-VEID-R110 cleavage fluorescence;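 active means mean inhibition across replicates at least about 35%, with every replicate also reaching that limit, limit read from the data; inconclusive means only one of the two criteria met; inactive means neither criterion met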;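 further: 0% = median of neutral control wells and 100% = no fluorescence left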
Target sequence (P55212 24-179 limits assumed): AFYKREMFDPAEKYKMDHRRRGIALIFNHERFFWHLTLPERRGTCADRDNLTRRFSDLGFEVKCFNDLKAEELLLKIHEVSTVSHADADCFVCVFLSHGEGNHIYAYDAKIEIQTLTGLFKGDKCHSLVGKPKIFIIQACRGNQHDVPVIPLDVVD
Target sequence (P55212 194-293 limits assumed): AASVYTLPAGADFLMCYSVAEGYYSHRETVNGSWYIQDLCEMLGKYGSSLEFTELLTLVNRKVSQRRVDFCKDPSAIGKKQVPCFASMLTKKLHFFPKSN
DENV2 CPE: inhibitors of DENV2 cytopathic effect, primary screen, cell-based, plate reader, single concentration | DENV2-infected cells, cytopathic effect rescue | CPE inhibition, % at 9.99 µM | 1.7% of 350,000 active | AID 651640, 2012; in the data active means CPE inhibition above about 20%, passing the limit was not always enough; inconclusive means no clear call, values can overlap the other calls; tested in BHK-21 cells;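 further: 0% = median of neutral control wells and 100% = median of positive control wells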
LGR2 inh: inhibitors of bursicon-induced LGR2 CRE-luciferase signal, primary screen, cell-based, HEK293, CRE-luciferase reporter, bursicon stimulation | bursicon-stimulated, 4 h | 0.35% of 380,000 active | inhibition, % at 9.99 µM;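 active means drop in luminescence signal, shown as inhibition above about 50% in the replicate tests, limit read from the data, passing the limit was not always enough; inconclusive means probably only some replicates passing the limit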;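 further: agonist challenge used bursicon conditioned medium at about half maximal strength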
SIRT5 inh: SIRT5 desuccinylase inhibitors, primary screen, biochemical, fluorescence imaging, single point, set 5; NAD-dependent protein deacylase sirtuin-5, mitochondrial (Homo sapiens), Q9NXA8; Purified SirT5, succinyl-peptide AMC, trypsin-coupled fluorescence; inhibition, % at 15 µM; 1.1% of 330,000 active; in the data active means inhibition above about 15%; inconclusive means no clear call, values can overlap the other calls
Target sequence (Q9NXA8 whole entry, looked up): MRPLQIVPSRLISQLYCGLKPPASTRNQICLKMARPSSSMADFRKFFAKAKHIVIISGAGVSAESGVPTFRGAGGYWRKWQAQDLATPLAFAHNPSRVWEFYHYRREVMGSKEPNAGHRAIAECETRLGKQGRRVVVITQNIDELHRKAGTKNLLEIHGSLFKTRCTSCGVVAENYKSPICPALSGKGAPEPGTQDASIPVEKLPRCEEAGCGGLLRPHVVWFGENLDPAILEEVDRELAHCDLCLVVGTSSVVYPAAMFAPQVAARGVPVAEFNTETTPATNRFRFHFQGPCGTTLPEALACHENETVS
EWS-Fli block: EWS/Fli-driven NR0B1 reporter inhibitors, primary screen, A673 cells, NR0B1 luciferase, luminescence, MLPCN library; viability-normalised; inhibition, % at 12.6 µM; 0.67% of 350,000 active;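 active means mean inhibition of at least 50% after viability correction, with every replicate also passing that limit; inconclusive means mean reaches 50% but only one of two replicates passes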;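 further: firefly luciferase signal divided by Alamar Blue viability fluorescence both relative to DMSO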
PAX8 inh HTS: inhibitors of PAX8-driven TPO luciferase reporter, primary screen, RMG-I cells, single concentration; SteadyGlo, 24 h; 1.2% of 360,000 active; inhibition, % at 12.6 µM; AID 652154, 2013;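 active means mean replicate inhibition at least 60% with every replicate also reaching 60%; inconclusive means only one of the two criteria is met; inactive means mean below 60% and not all replicates reaching 60%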;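 further: luciferase light reporting Pax8 driven TPO promoter activity; plate controls were median of neutral control wells for no effect and mitoxantrone controls for full effect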
ARNT TACC3 PPI: disruptors of ARNT/TACC3 protein interaction, primary screen, biochemical, AlphaScreen, single concentration; inhibition, % at 9.99 µM; 0.66% of 390,000 active; AlphaScreen His-ARNT PAS-B/GST-TACC3 binding, luminescence; TACC3 fragment carries E629A point mutation;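 active means mean inhibition of replicates at least 50% and at least half of replicates each reaching 50%; inconclusive means half or more replicates reach 50% but mean below 50%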;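 further: 0% = complete ARNT plus TACC3 wells and 100% = ARNT alone without TACC3; many hits fall short of the cut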
The depositor's hits bear a star; ? = inconclusive; . = no result given; & = joins results of further samples. Random draw from the library. About 4.9% of those tested had a hit in this group.

structure,Casp6 inh,DENV2 CPE,LGR2 inh,SIRT5 inh,EWS-Fli block,PAX8 inh HTS,ARNT TACC3 PPI
CN(CC(=O)Nc1ccc(F)cc1)C(=O)CN1C(=O)NC2(CCCC2)C1=O,0,2,1,2,2,10,39
O=C(NCC1CCCN(Cc2nccs2)C1)c1cccc2ccccc12 (stereo unspecified),0,-1,9,-6,4,.,-9
CC(C)NC(=O)N(C)C[C@@H]1Oc2c(NC(=O)C3CCCCC3)cccc2C(=O)N([C@H](C)CO)C[C@H]1C,-3,0,-3,-3,-6,-2,-6
CCC(=O)N1CCCC1(C)C(=O)NCc1ccc(SC)cc1 (stereo unspecified),2,2,-17,.,4,13,.
COc1ccc(NC(=O)CCNC(=O)Cn2cnc3sc4c(c3c2=O)CCCC4)cc1OC,2,-2,-6,1,-2,9,2
CCOC(=O)c1sc(N)nc1C(F)(F)F,0,?,-15,.,3,-3,-10
Cc1ccc(S(=O)(=O)NCCC(=O)Nc2nccs2)cc1,-3,-4,-2,-4,6,2,33
CCOc1ccc(C(=O)NNC2CC(=O)N(CCc3ccccc3)C2=O)cc1OC (stereo unspecified),1,-6,-2,-4,5,-2,-7
Cn1c(CCNC(=O)c2cc(COc3ccc(F)c(F)c3)on2)nc2ccccc21,1,-2,-20,-4,-56,-93,-8
CCOc1ccc(CCNC(=O)COC(=O)c2ccc(Cl)nc2)cc1OCC,0,-5,-3,-5,5,-7,2
Cc1ccc(N2C(=O)N3[C@@H]4c5ccccc5OC[C@@H]4[C@@H](c4ccccc4)[C@@]3(C)C2=O)cc1,-3,3,5,.,-7,13,0
C[C@@H]1CN([C@H](C)CO)C(=O)c2cc(NS(=O)(=O)c3ccccc3)ccc2O[C@@H]1CN(C)Cc1ccc2c(c1)OCO2,1,1,14,0,-3,-15,-6
COc1cc(CCC(=O)OCC(=O)N2CCc3ccccc32)cc(OC)c1OC,-1,9,-10,-3,4,-1,1
CC1(C)CC(NC(=O)C2CCN(S(=O)(=O)c3ccc(F)cc3)CC2)CC(C)(C)N1,7,-1,-11,1,-5,-18,1
COc1ccc(C#Cc2ccc([C@H]3[C@@H](CO)N4CCCCN(C(=O)Nc5ccccc5F)C[C@@H]34)cc2)cc1,-3,-27,1,2,-1,-12,-4
CCCCCC(=O)N1C[C@@H](n2cc(C3CC3)nn2)[C@H](O)C[C@@H]1c1ccccc1,2,25*,-3,-7,5,-9,.
COc1ccc(-c2nnc(SCC(=O)N(C)C3CCS(=O)(=O)C3)n2N)cc1OC (stereo unspecified),-1,6,-23,-2,7,13,-3
COCCn1c(=NC(=O)CCS(=O)(=O)c2ccccc2)sc2c(OC)ccc(OC)c21,2,13,-3,0,-9,.,-5
Oc1ccccc1-c1nc(NCc2ccccc2)c2ccccc2n1,-1,-1,-8,0,14,2,-7
Nc1nonc1-n1nnc(C(=O)N/N=C/c2ccc(O)cc2)c1COc1ccc(F)cc1,5,0,-21,-4,-1,-20,-3
C[C@@H]1CN([C@@H](C)CO)C(=O)CCCn2nncc2CO[C@@H]1CN(C)C(=O)Nc1cccc2ccccc12,17&-2,-1&9,-2,-3&-4,6&-13,12&5,1
CC(c1ccccc1)N1CNc2c(c(=O)n(C)c(=O)n2C)C1 (stereo unspecified),-1,.,-5,-15,.,.,-1
C[C@H]1CN([C@@H](C)CO)C(=O)Cc2cc(NC(=O)Nc3ccc(C(F)(F)F)cc3)ccc2O[C@H]1CN(C)C(=O)Nc1ccccc1,-2,-12,7,3,3,52,1
C[C@H](CO)N1C[C@H](C)[C@@H](CN(C)C(=O)c2cnccn2)Oc2ncc(/C=C/c3ccccc3)cc2C1=O,0,6,2,-4,-5,.,-2
CC(=N)c1c(O)c2ccccc2oc1=O,0,10,-21,1,-22,-29,1
COc1cc(C)c(S(=O)(=O)NOCc2ccc([N+](=O)[O-])cc2)c(C)c1C,2,-3,-2,-5,15,13,18
COc1ccccc1-c1cc2nc(-c3ccccc3)cc(N3CCN(C(=O)c4ccco4)CC3)n2n1,-1,0,89*,-8,-24,86*,.
Cc1nc2cc(NC(=O)NCc3ccccc3)ccc2o1,-1,.,-8,-2,.,.,.
Cc1ccccc1Nc1c(-c2ccccn2)nc2ccccn12,0,-9,50,-2,52*,30,59*
CSc1ccccc1OCc1cc(C(=O)N2CCNC(=O)C2)no1,-1,-2,-14,-5,.,-20,-4

Results in ARNT TACC3 PPI and PAX8 inh HTS (three entries from above):
structure	ARNT TACC3 PPI	PAX8 inh HTS
Cn1c(CCNC(=O)c2cc(COc3ccc(F)c(F)c3)on2)nc2ccccc21	-8	-93
CCOc1ccc(CCNC(=O)COC(=O)c2ccc(Cl)nc2)cc1OCC	2	-7
Cc1ccc(N2C(=O)N3[C@@H]4c5ccccc5OC[C@@H]4[C@@H](c4ccccc4)[C@@]3(C)C2=O)cc1	0	13

The listing continues.
structure,Casp6 inh,DENV2 CPE,LGR2 inh,SIRT5 inh,EWS-Fli block,PAX8 inh HTS,ARNT TACC3 PPI
COc1ccc(-c2ccc3c(c2)O[C@@H](CN(C)Cc2ccccc2C(=O)O)[C@H](C)CN([C@@H](C)CO)S3(=O)=O)cc1,3,11,-26,-9,-6,.,5
C[C@@H]1CN([C@@H](C)CO)C(=O)c2ccccc2-c2ccccc2CO[C@H]1CN(C)C(=O)NC1CCCCC1,-1,?,9,-2,-2,-15,-9
O=C(Cn1ccc([N+](=O)[O-])n1)NCc1ccco1,10,2,-1,-2,2,.,-27
Cc1ccccc1-c1ccc2c(c1)O[C@@H](CN(C)Cc1ccncc1)[C@H](C)CN([C@H](C)CO)S2(=O)=O,2,-3,0,5,66*,.,7
Nc1nccnc1C(=O)OCC(=O)C12CC3CC(CC(C3)C1)C2,-3,-3,-7,-5,0,7,4
O=C(NCc1ccc2c(c1)OCO2)c1nc(S(=O)(=O)Cc2ccccc2)ncc1Cl,8,-1,1,0,.,22,-6
N#Cc1nc(COc2cccc(Cl)c2)oc1N1CCN(c2ccccc2)CC1,-1,-2,-5,0,0,.,-15
CC(C)Oc1ccc(C(=O)Nc2ccc([N+](=O)[O-])cc2)cc1,3,-2,-46,-7,-92,-126,2
COc1ccc(C2=NOC(COC(=O)c3ccc4ccccc4n3)C2)cc1 (stereo unspecified),.,.,12,.,.,15,4
CCCCn1c(N)c(N(CC(C)C)C(=O)C2CCN(C(=O)c3ccc(Cl)cc3)CC2)c(=O)[nH]c1=O,0,17,9,-1,-5,.,-11
C/C=C/c1ccc2c(c1)O[C@@H](CN(C)C(=O)c1cccnc1)[C@@H](C)CN([C@H](C)CO)S2(=O)=O,3,-4,3,-5,-4,5,4
Cc1ccc(-c2nc3ccc(Cl)cc3c(=O)n2O)cc1,0,6,-13,-4,14,14,21
O=C(NNC(=O)c1cc(-c2cccnc2)nc2ccccc12)Nc1ccc(Cl)cc1,10,1,-31,-7,-31,-5,-2
Cc1ccccc1Nc1nc(N)nc(COC(=O)[C@@H](NC(=O)c2ccccc2Cl)C(C)C)n1,-2,-5,-1,-1,2,-19,0
COc1ccc2c3c(n(C)c2c1)[C@@H](CO)N(C(=O)Nc1ccc(F)cc1)CC31CCN(S(=O)(=O)c2cn(C)cn2)CC1,-5,17,4,3,5,.,.
C[C@@H]1CN([C@H](C)CO)C(=O)c2cc(-c3ccccc3F)cnc2O[C@@H]1CN(C)C(=O)c1ccccn1,0,6,-7,1,-1,.,0
CCC1(CC)NC(=O)N(CC(=O)OCC(=O)NC(=O)c2ccc(Cl)cc2)C1=O,3,0,5,0,2,9,-4
CO[C@@H]1CN(C)C(=O)c2ccc(NC(=O)Nc3ccc(F)cc3)cc2OC[C@@H](C)N(C(=O)c2ccc(F)cc2)C[C@H]1C,-3,-3,-9,2,-12,.,20
CCCN1C[C@@H](C)[C@@H](OC)CN(C)C(=O)c2ccc(NC(=O)C3CCC3)cc2OC[C@@H]1C,-2,-5,7,-3,-4,.,-2
C[C@H](CO)N1C[C@H](C)[C@H](CN(C)Cc2ccc(-c3ccccc3)cc2)Oc2ncc(C#C[C@@H](C)O)cc2C1=O,5,-5,6,2,-9,-19,4
CC(=O)NC(=S)Nc1sc2c(c1C(N)=O)CCC(C)C2 (stereo unspecified),4,1,-89,-2,-66,-144,-5
CCc1ccc(CN(C(=O)c2ccco2)C2CCS(=O)(=O)C2)cc1 (stereo unspecified),1,8,-4,-2,2,3,-3
COc1ccc(S(=O)(=O)N[C@H]2C=C[C@@H](CC(=O)N3CCc4ccccc4C3)O[C@@H]2CO)cc1,3,9,1,-1,-1,3,5
Cc1nc(SCC(=O)NCc2ccco2)[nH]c(=O)c1C,19,.,-3,-1,13,.,15
CN(Cc1ccc(F)cc1)C(=O)C(Cc1ccccc1)NC(=O)c1ccccc1 (stereo unspecified),0,-3,1,-21,-10,10,-1
COc1cccc(NC(=O)C(C)SCc2ccccc2)c1 (stereo unspecified),.,0,-13,-2,-30,-27,-5
Cc1ccccc1NC(=O)Cc1nc(COC(=O)c2ncc(Cl)c(Cl)c2Cl)cs1,-2,-1,17,-2,9,21,-3
COc1ccc(C(=Cc2cc(OC)c(OC)cc2[N+](=O)[O-])C(=O)O)cc1,3,6,-10,0,8,27,0
NC(=O)c1ccc(-n2nnnc2SCC(=O)c2ccc(O)c(O)c2)cc1,17,9,-1,-7,6,0,-1
Cc1cc(C(F)(F)F)nc(-n2cc(-c3ccccc3)nn2)n1,-1,-4,19,3,-16,-11,-1
O=C(C1CCC1)N1CCN(S(=O)(=O)c2ccc([N+](=O)[O-])cc2)CC1,1,-2,-39,2,4,16,1
Cc1ccc(S(=O)(=O)CCC(=O)OCc2ccccc2F)cc1,1,0,-4,4,0,-7,1
CCCCN=C1CC(C)(C)CC(=O)/C1=C(/O)CCCN1C(=O)c2ccccc2C1=O,2,-4,-15,-2,1,13,9
CCCCCCN1CCN(C2CN(Cc3cn(Cc4ccccc4)nn3)S(=O)(=O)C2)CC1 (stereo unspecified),-3,8,0,1,1,3,.
CC(C)NC(=O)N[C@H]1CC[C@@H](CCNS(=O)(=O)Cc2ccccc2)O[C@@H]1CO,-1,1,-4,1,-6,-12,-16
O=C(Nc1ccccc1)OCCOc1cccc(Br)c1,0,9,.,1,-11,-40,0
CCCCn1c(N)c(N(CC)C(=O)c2ccncc2)c(=O)[nH]c1=O,0,-3,-14,-1,-3,-10,8
Cc1oc(-c2ccccc2Cl)nc1CS(=O)CC(=O)N1CCN(c2ccccc2)CC1 (stereo unspecified),24,2,-10,1,.,20,-1
O=C(NN1C(=O)C2C3CCC(O3)C2C1=O)c1ccco1 (stereo unspecified),-2,18,10,-8,6,51,-5
CC[C@]12c3[nH]c4cc(CCC(=O)N(C)C)ccc4c3CCN1C(=O)[C@@H](CC(=O)NCCN1CCOCC1)C[C@@H]2C(=O)N1CCN(C(=O)C2CC2)CC1,-36,-1,.,-7,-11,6,-2
COCC(=O)Nc1ccc2c(c1)C(=O)N(C)C[C@H](OC)[C@H](C)CN(C(=O)Cc1ccccn1)[C@@H](C)CO2,4,-2,-12,-3,1,8,-6
COC(=O)[C@]12C[C@H](CC(=O)N3CCOCC3)C(=O)N(Cc3ccccc3)C1=C[C@H](C1CCCC1)O[C@@H]2C,3,-9,9,.,-15,-12,.
